Chronic BCR inh = blocks chronic active B-cell receptor signaling. ABC-DLBCL IkBa-CBG/CBR reporter, luminescence ratio, 4 h. Potency, µM (titrated, usually from 46.1 µM), without a hit: top-dose ratio change, negative = lower green/red ratio, hits mostly inhibitors. 340,000 compounds, 0.05% hits; active means well fitted inhibition curve with a large enough effect in the signal ratio, with a control signal flat, not every such curve was filed as active; inconclusive means small, poorly fitted or top-dose-only effect, or effect the other way, or a change in a side signal; the % refers to the signal ratio;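 further: potency means the concentration at half of the fitted maximal effect; plate controls were basal doxycycline-induced cells for no effect and cells given 10 µM MG132 for full effect; MG132 reads +100%, hits lower the ratio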
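Doxycycline induced both beetle luciferases in TMD8 lymphoma cells; IKK-driven degradation limits the IkappaBalpha-fused green signal, while red luminescence normalises for cell number and nonspecific effects. Compounds tested up to 46 uM, 4 hrs.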
PKM2 act = activators of human pyruvate kinase M2; purified PKM2, Kinase-Glo ATP luminescence, activation; response scale: 0% is enzyme alone, no compound; Potency, µM (top dose mostly 57.5 µM), without a hit: at the top dose activation, actives largely listed as activators; 260,000 compounds, 0.34% hits; further: potency means the concentration at half of the fitted maximal effect; on the % scale 0 is the no-effect control and ±100 the full control effect; nearly all actives have a fitted effect of over 55% in size
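ATP formation by purified human PK-M2, quantified via coupled luciferase luminescence after 1 h at room temperature with 0.1 mM ADP and 0.5 mM PEP final.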
Giardia kill = kills Giardia lamblia. Giardia lamblia trophozoite viability. activity change, % at 7.66 µM, hits read low. 340,000 compounds, 0.15% hits; in the data active means activity change below about -80%; inconclusive means between about -30% and that limit;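 further: parasites exposed to compound for two days anaerobically before the ATP read; on the % scale 0 is the no-effect control and ±100 the full control effect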
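Trophozoites 100 cells/well + cpd; 48 hrs, 37 deg C, anaerobic. ATPLite 1-Step added, 15-30 min RT, luminescence read (ATP-based viability).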
Menin MLL FP TR = inhibitors of human menin-MLL interaction, mutant MLL peptide; O00255; Menin + Texas Red MLL mutant peptide, fluorescence polarization; Potency, µM (titrated, usually from 61.6 µM), for the others: at the highest dose FP activity change, negative = inhibition, usual class: inhibitors; 270,000 compounds, 0.23% hits; AID 1768; active means well fitted inhibition curve with a large enough effect in the polarisation, with a control signal flat, not every such curve was filed as active; inconclusive means small, poorly fitted or top-dose-only effect, or effect the other way, or a change in a side signal; inactive means no such curve, though single readings can be large or run the other way; the % refers to the polarisation; further: potency means the concentration at half of the fitted maximal effect; % of control where 0% means no effect; many of its hits are not listed in these tables
GALK inhibitor = inhibitors of human galactokinase | 270,000 compounds, 0.007% hits | P51570 | Purified GALK, Kinase-Glo residual ATP luminescence | Potency, µM (highest dose often 57.5 µM), without a hit: top-dose activity change, negative = inhibition, most hits filed as inhibitors; further: potency means the concentration at half of the fitted maximal effect; on the % scale 0 is the no-effect control and ±100 the full control effect
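5 nM enzyme, 35 uM ATP, 100 uM galactose, 20 mM HEPES pH8.0, 5 mM MgCl2; 1 h RT; residual ATP by Kinase-Glo Plus luminescence, qHTS format.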
B2AR arrestin = agonists driving beta-arrestin recruitment to human beta2-adrenergic receptor; beta-arrestin recruitment to beta2AR, cell-based reporter; Potency, µM (series often up to 46.1 µM), for inactives: at the top dose activation, usual class: activators; 330,000 compounds, 0.02% hits; AID 492947;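 further: potency means the concentration at half of the fitted maximal effect; 0% = DMSO controls and full agonism = EC100 isoproterenol or metaproterenol; nearly all actives have a fitted effect of over 65% in size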
Integrin act MD = activates integrin-mediated alleviation for muscular dystrophy; alpha7betagal myoblasts, beta-gal FDG fluorescence, 48 h; 350,000 compounds, 0.064% hits; AID 624291; Potency, µM (highest dose often 38.3 µM), without a hit: at the top dose activation, hits mostly activators;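 further: potency means the concentration at half of the fitted maximal effect; 100% = response of the positive control SU9516; nearly all actives have a fitted effect of over 60% in size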
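Alpha7betagal+/- myoblasts (passage 13) were plated 16-24 hr, then exposed to compounds (1:260 dilution of DMSO stock) for 48 hours at 37C. After MPER lysis, β-galactosidase reporter activity was read as FDG fluorescence (ex 480/em 540) after 30 minutes.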
Coupling enz = inhibits coupling enzyme system, counter-screen for aldolase hits. 290,000 compounds, 0.67% hits. activity change, negative = inhibition, % at 58.2 µM, hits read low. coupling enzyme system counterscreen, AmpLite Red fluorescence; in the data active means activity change below about -30%; further: on the % scale 0 is the no-effect control and ±100 the full control effect
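Compounds tested against the coupling enzymes alone at 57.5 uM final; readout was AmpLite Red fluorescence (525/598 nm) after 20 min at RT.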
ASM inhibitor = blocks human secretory acid sphingomyelinase; Potency, µM (top dose mostly 57.5 µM), without a hit: top-dose activity change, negative = inhibition, most hits filed as inhibitors; AID 504937; placental ASM, HMU-PC fluorogenic substrate, 60 min; P17405; 340,000 compounds, 0.006% hits; further: potency means the concentration at half of the fitted maximal effect
Target sequence (P17405 47-631 limits assumed): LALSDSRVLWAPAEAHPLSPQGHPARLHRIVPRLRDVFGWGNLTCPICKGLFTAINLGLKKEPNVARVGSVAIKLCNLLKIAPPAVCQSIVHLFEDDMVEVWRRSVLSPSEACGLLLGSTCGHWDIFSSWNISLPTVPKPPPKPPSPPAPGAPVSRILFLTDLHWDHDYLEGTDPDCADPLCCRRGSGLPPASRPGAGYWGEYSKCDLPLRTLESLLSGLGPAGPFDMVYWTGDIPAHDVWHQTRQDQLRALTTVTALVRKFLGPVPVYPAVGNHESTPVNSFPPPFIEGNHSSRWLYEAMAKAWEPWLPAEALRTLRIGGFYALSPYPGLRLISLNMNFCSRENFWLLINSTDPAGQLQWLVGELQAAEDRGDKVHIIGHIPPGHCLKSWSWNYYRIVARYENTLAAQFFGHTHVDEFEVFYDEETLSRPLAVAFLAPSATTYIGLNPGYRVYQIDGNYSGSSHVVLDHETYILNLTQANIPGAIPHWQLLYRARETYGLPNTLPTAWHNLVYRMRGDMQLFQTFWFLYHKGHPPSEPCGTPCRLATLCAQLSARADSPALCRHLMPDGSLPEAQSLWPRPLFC
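HMU-PC0 cleavage (9 uM final) by human placental ASM, 60 min at 37 °C following 10 min compound exposure at RT; stopped at pH 10, fluorescence Ex 386/Em 447 nm.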
Tb PFK inh = T. brucei PFK enzyme inhibition; O15648; T. brucei PFK, ADP-Glo luminescence; Potency, µM (top dose mostly 57.5 µM), for the others: top-dose activity, negative = inhibition, most hits filed as inhibitors; 330,000 compounds, 0.17% hits; AID 485367;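 further: potency means the concentration at half of the fitted maximal effect; 0% = uninhibited 1x PFK enzyme wells and -100% = no-enzyme wells; nearly all actives have a fitted effect of over 60% in size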
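Compounds were pin-transferred as a titration series up to 57 uM into substrate buffer (0.5 mM F6P, 0.1 mM ATP, pH 8.0), then 1.25 nM PFK was added and reactions ran 45 min before ADP-Glo detection.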
PTAP TSG101 blk = blocks PTAP/TSG101 interaction to inhibit HIV-1 budding | Q99816 | Fluorescence polarization, FITC-PTAP peptide / Tsg101 binding | Potency, µM (series often up to 115 µM), for the others: at the top dose activity change, negative = inhibition, actives largely listed as inhibitors | 340,000 tested, under 10 active | AID 493005; active means well fitted inhibition curve with a large enough effect in the main read-out, with a control signal flat, not every such curve was filed as active; inconclusive means small, poorly fitted or top-dose-only effect, or effect the other way, or a change in a side signal; inactive means no such curve, though single readings can be large or run the other way; further: potency means the concentration at half of the fitted maximal effect; % of control where 0% means no effect
Target sequence (Q99816 whole entry, looked up): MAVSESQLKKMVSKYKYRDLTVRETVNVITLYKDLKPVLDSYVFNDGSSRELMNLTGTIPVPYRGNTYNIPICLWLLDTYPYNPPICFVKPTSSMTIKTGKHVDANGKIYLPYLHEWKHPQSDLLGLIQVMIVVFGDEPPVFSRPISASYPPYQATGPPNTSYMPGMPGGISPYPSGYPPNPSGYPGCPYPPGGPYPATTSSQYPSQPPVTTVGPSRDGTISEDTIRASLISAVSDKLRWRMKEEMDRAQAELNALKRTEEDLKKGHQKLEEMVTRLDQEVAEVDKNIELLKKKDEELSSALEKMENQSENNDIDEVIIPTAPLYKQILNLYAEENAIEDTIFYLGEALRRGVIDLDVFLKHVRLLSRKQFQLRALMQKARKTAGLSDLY
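Tsg101 binding domain (10 uM final) was mixed with compound and a FITC-labeled PTAP peptide (50 nM final) in HEPES pH 7.5 buffer with NaCl, Tween 20, EDTA and TCEP; fluorescence polarization was read after 20 min at r.t.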
* marks the source's active call; other numbers are inactive results; [ ] = another dose, or the depositor's remark. Unless noted, the call rests on the fitted dose curve; in most records, active means well fitted curve in the direction sought with a large enough effect; inconclusive means small, poorly fitted or top-dose-only effect, or another doubt; inactive means no such curve, though single readings can be large; an effect the other way counts as inactive or inconclusive. Not all compounds are listed; rates above refer to the full screens.

CC[C@@]1(C(=O)OC)N[C@H](CN(C)C(=O)c2ccccc2)[C@@H]2C(=O)N(C)C(=O)[C@@H]21 was read as Chronic BCR inh 1.7%, Giardia kill inconclusive, B2AR arrestin 0.4%, Integrin act MD -2.6%, ASM inhibitor 6.4%, Tb PFK inh 0.3% and PTAP TSG101 blk -11.4%.
`Cc1ccc(C(=O)Nc2c3c(nn2-c2ccccc2)CS(=O)(=O)C3)cc1C` gave Chronic BCR inh -0.9%, PKM2 act 6.3%, Giardia kill 6.7, GALK inhibitor -4.9%, B2AR arrestin 0.0%, Integrin act MD -11.8%, ASM inhibitor -1.1% and Tb PFK inh 0.3%.
Screening CCOC(=O)N1CCC2(O)CCCCC2C1c1ccc(F)cc1 (stereo not drawn) returned Chronic BCR inh -8.8%, PKM2 act -2.6%, Giardia kill 7.4, Menin MLL FP TR 9.0%, GALK inhibitor -0.3%, B2AR arrestin -0.9%, Integrin act MD 21.7%, Coupling enz 2.4, ASM inhibitor 0.1%, Tb PFK inh 15.5% and PTAP TSG101 blk -3.4%.
O=S(=O)(Nc1nc2ccccc2nc1NCc1ccco1)c1ccc(Cl)cc1 was read as Chronic BCR inh inconclusive, PKM2 act 9.4%, Giardia kill 20.5, Menin MLL FP TR inconclusive, GALK inhibitor 0.3%, B2AR arrestin -0.3%, Integrin act MD -38.5%, Coupling enz 11.1, ASM inhibitor -1.8%, Tb PFK inh 3.2% and PTAP TSG101 blk -9.0%.
`COCCCNC(=S)N1CCN(C)CC1` gave Chronic BCR inh 2.1%, PKM2 act 2.3%, Giardia kill 8.6, GALK inhibitor -3.8%, B2AR arrestin 0.3%, Integrin act MD 5.3%, Coupling enz 2.5, ASM inhibitor 0.7%, Tb PFK inh 2.4% and PTAP TSG101 blk -3.6%.
Screening O=C(COC(=O)C1C2CC3OC(=O)C1C3C2)Nc1cccc(C(F)(F)F)c1 (stereo not drawn) returned Chronic BCR inh 0.6%, Giardia kill 40.1[activator], Menin MLL FP TR -6.6%, GALK inhibitor -0.2%, B2AR arrestin -1.1%, Integrin act MD 0.0%, Coupling enz 0.6, ASM inhibitor 1.2%, Tb PFK inh 0.0% and PTAP TSG101 blk -3.9%.
For CC(=O)c1ccc(N2CCN(CC(O)COC(c3ccccc3)c3ccccc3C)CC2)cc1 (stereo not drawn) the results were Chronic BCR inh 11.5%, PKM2 act 11.8%, Giardia kill 5.7, Menin MLL FP TR inconclusive, GALK inhibitor 4.6%, B2AR arrestin -0.4%, Integrin act MD -49.1%[inhibitor], Coupling enz -1.8, ASM inhibitor -3.9%, Tb PFK inh 0.1% and PTAP TSG101 blk -2.0%.
Cc1ccc2cccc(NC(=O)C(F)(F)F)c2n1 was read as Chronic BCR inh -1.0%, PKM2 act 11.3%, Giardia kill -5.9, Menin MLL FP TR -1.4%, GALK inhibitor 0.6%, B2AR arrestin 0.1%, Integrin act MD -7.9%, Coupling enz -25.2, ASM inhibitor -6.9%, Tb PFK inh 1.2% and PTAP TSG101 blk 0.0%.
`O=c1ccc(C(F)(F)F)cn1Cc1cc(=O)n2cc(Br)ccc2n1` gave Chronic BCR inh 3.8%, PKM2 act 1.4%, Giardia kill -0.9, Menin MLL FP TR 31.2%[activator], GALK inhibitor 0.9%, B2AR arrestin -0.3%, Integrin act MD 11.8%, Coupling enz -2.8, ASM inhibitor -1.4%, Tb PFK inh 22.6% and PTAP TSG101 blk -7.1%.
`Cc1ccc(C)c(OCCN2CCOCC2)c1` gave Chronic BCR inh 0.5%, PKM2 act 0.9%, Giardia kill 0.4, Menin MLL FP TR 1.7%, GALK inhibitor -1.0%, B2AR arrestin -1.8%, Integrin act MD 10.5%, Coupling enz 1.5, ASM inhibitor 0.8%, Tb PFK inh -2.4% and PTAP TSG101 blk -0.9%.
O=C(COC(=O)c1ccc2ccccc2n1)c1ccccc1 was read as Chronic BCR inh 13.8%, PKM2 act -3.5%, Giardia kill 12.2, Menin MLL FP TR -0.8%, GALK inhibitor -0.1%, B2AR arrestin 0.0%, Integrin act MD 21.0%, Coupling enz -1.8, ASM inhibitor -0.8%, Tb PFK inh -0.2% and PTAP TSG101 blk -0.2%.
Screening COc1ccc(CNCC(O)(c2ccc(F)cc2)c2ccc(F)cc2)cc1 returned Chronic BCR inh inconclusive, PKM2 act -3.7%, Giardia kill 6.5, Menin MLL FP TR -8.2%, GALK inhibitor 5.9%, B2AR arrestin 0.5%, Integrin act MD -46.2%[inhibitor], Coupling enz 1.1, ASM inhibitor -1.2%, Tb PFK inh -5.4% and PTAP TSG101 blk -11.2%.
`CC(C)c1ccccc1NC(=O)c1cnccn1` gave Chronic BCR inh inconclusive, PKM2 act -2.6%, Giardia kill -2.2, Menin MLL FP TR -29.5%, GALK inhibitor 0.0%, B2AR arrestin -0.2%, Integrin act MD -4.6%, Coupling enz -0.4, ASM inhibitor -1.5%, Tb PFK inh -3.4% and PTAP TSG101 blk -7.2%.
Screening COc1cc(OC)c(NS(=O)(=O)c2cn(C)cn2)cc1Cl returned Chronic BCR inh -4.6%, Giardia kill -7.2, GALK inhibitor -8.1%, B2AR arrestin -0.2%, Integrin act MD -10.7%, ASM inhibitor 1.7%, Tb PFK inh 1.1% and PTAP TSG101 blk 0.0%.
`O=C(Cc1ccc(Cl)cc1)Nc1ccc2oc(=O)ccc2c1` gave Chronic BCR inh -3.8%, PKM2 act 18.0%, Giardia kill 2.1, GALK inhibitor 0.4%, B2AR arrestin -0.2%, Integrin act MD 6.5%, Coupling enz 1.6, ASM inhibitor 15.8%, Tb PFK inh -3.4% and PTAP TSG101 blk -4.6%.
`CN1C[C@@H]2[C@@H]3C(=O)N(Cc4ccccc4)C(=O)[C@@H]3[C@](C)(C1=O)N2C(=O)c1ccc(Cl)cc1` gave Chronic BCR inh 1.1%, Giardia kill -7.1, B2AR arrestin -0.2%, Integrin act MD 1.2%, ASM inhibitor 6.4%, Tb PFK inh -5.3% and PTAP TSG101 blk -0.6%.
O=C(O)CN1C(=O)SC(Nc2ccccc2)C1=O (stereo not drawn) was read as Chronic BCR inh -27.9%, PKM2 act 0.3%, Giardia kill -9.1, Menin MLL FP TR -0.7%, GALK inhibitor -1.2%, B2AR arrestin -0.3%, Integrin act MD -6.5%, Coupling enz 3.6, ASM inhibitor 5.5%, Tb PFK inh -0.9% and PTAP TSG101 blk 1.0%.
O=C1CC(c2ccccc2)CC(O)=C1C=NCCN1CCOCC1 (stereo not drawn) was read as Chronic BCR inh -2.6%, PKM2 act 5.7%, Giardia kill -12.4, Menin MLL FP TR -7.0%, GALK inhibitor 1.4%, B2AR arrestin -0.7%, Integrin act MD -15.1%, Coupling enz 5.1, ASM inhibitor -6.3%, Tb PFK inh -14.4% and PTAP TSG101 blk -5.5%.
COc1ccc(-c2nnc(CSc3nc4ccccc4c(=O)n3CC(C)C)o2)cc1OC was read as Chronic BCR inh inconclusive, PKM2 act 0.8%, Giardia kill 16.5, Menin MLL FP TR -3.9%, GALK inhibitor -0.3%, B2AR arrestin -1.0%, Integrin act MD -17.2%, Coupling enz -0.7, ASM inhibitor -22.0%, Tb PFK inh -0.6% and PTAP TSG101 blk -1.7%.
Screening CCN1CCN(C(CNS(=O)(=O)c2ccc(Cl)cc2)c2cccnc2)CC1 (stereo not drawn) returned Chronic BCR inh 0.0%, PKM2 act -4.9%, Giardia kill 5.4, Menin MLL FP TR -9.0%, GALK inhibitor -1.0%, B2AR arrestin 0.3%, Integrin act MD 6.8%, Coupling enz -0.3, ASM inhibitor 1.0% and Tb PFK inh 0.2%.
`CNc1nnc(-c2cc3ccccc3oc2=O)s1` gave Chronic BCR inh inconclusive, PKM2 act -0.5%, Giardia kill -6.7, Menin MLL FP TR -6.8%, GALK inhibitor -1.7%, B2AR arrestin -0.1%, Integrin act MD 12.0%, Coupling enz 1.1, ASM inhibitor 87.0%[activator], Tb PFK inh 0.3% and PTAP TSG101 blk -6.3%.
CC(=O)Nc1ccc(N2C(=O)CSC2c2ccccc2)cc1 (stereo not drawn) was read as Chronic BCR inh 0.2%, Giardia kill 32.4[activator], Menin MLL FP TR 13.0%, GALK inhibitor -0.2%, B2AR arrestin -0.3%, Integrin act MD inconclusive, Coupling enz -0.6, ASM inhibitor 0.2%, Tb PFK inh -0.3% and PTAP TSG101 blk 0.7%.
For COc1ccc(C(=O)n2cc(C(C)=O)c3ccccc32)cc1 the results were Chronic BCR inh inconclusive, Giardia kill 3.8, Menin MLL FP TR -21.5%, GALK inhibitor 1.7%, B2AR arrestin 0.6%, Integrin act MD inconclusive, Coupling enz -1.6, ASM inhibitor -1.8%, Tb PFK inh -10.7% and PTAP TSG101 blk 1.6%.
`Cc1ccc(NC(=O)C(OC(=O)c2ccc(O)cc2)c2ccccc2)cc1Cl` (stereo not drawn) gave Chronic BCR inh 5.2%, PKM2 act -5.2%, Giardia kill -7.8, Menin MLL FP TR inconclusive, GALK inhibitor 0.5%, B2AR arrestin 4.0%, Integrin act MD inconclusive, Coupling enz 2.9, ASM inhibitor 2.9%, Tb PFK inh -2.3% and PTAP TSG101 blk -7.6%.

High-throughput results: PubChem BioAssay, National Center for Advancing Translational Sciences (NCATS)
